TWEAK Fn14 block – inhibitors of TWEAK-Fn14 signaling, primary screen, luciferase reporter cells, uHTS. TWEAK-stimulated Fn14 reporter cells, luciferase luminescence, 8 h. inhibition, % at 10 µM. 360,000 compounds, 2% hits; in the data active = inhibition above about 50%
Exocytosis inh – LAMP-1 surface exposure blockers, TALL-104 cells – cell-based, flow cytometry, MLPCN library, primary screen; 360,000 compounds, 0.66% hits; inhibition, % at 10 µM; AID 651702, 2012; TALL-104 LAMP-1 surface exposure; cells stimulated with thapsigargin and PMA;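 active = inhibition above about 55%, limit read from the data; inconclusive = no clear call, values can overlap the other calls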
LRH-1 inv ag – LRH-1 (NR5A2) inverse agonists, primary screen, cell-based, luminescence, HEK293T, StAR-luciferase reporter | inhibition, % at 3.6 µM | 360,000 compounds, 0.13% hits | Nuclear receptor subfamily 5 group A member 2 (Homo sapiens), O00482 | LRH-1 transfected, 24 h;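 active = inhibition above the mean inhibition of all tested compounds plus 3 SD, cut at about 73% in these data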;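 also: 0% = DMSO wells and 100% = reporter-only cells lacking LRH-1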
NCOA1 inh – SRC1 coactivator transcriptional activity inhibitors, primary screen, cell-based, luminescence; HEK293 GAL4-SRC1 luciferase reporter; 360,000 compounds, 0.12% hits; AID 588354, 2011; inhibition, % at 3.6 µM;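 active = inhibition above the campaign mean plus 3 SD, with each screening campaign given its own cutoff, cut at about 60% in these data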;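 also: 0% = DMSO treated cells and 100% = gossypol at 36 µM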
TLR9-MyD88 block – inhibitors of TLR9-MyD88 association in cells, primary screen, cell-based, CHO, BLA complementation, fluorescence; Toll-like receptor 9 (Homo sapiens) + Myeloid differentiation primary response protein …; CCF4 FRET ratio; inhibition, % at 4.98 µM; 340,000 compounds, 0.21% hits; AID 504734, 2011;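 active = inhibition above the mean over all tested compounds plus 3 SD, cut at about 21% in these data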;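 also: 0% = DMSO only wells and 100% = clavulanate BLA inhibitor control wells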
NR2F2 inh – NR2F2 transcriptional activity inhibitors, primary screen, cell-based, luciferase reporter, HEK293T, luminescence | AID 686940, 2013 | HEK293T NGFI-A luciferase reporter | COUP transcription factor 2 (Homo sapiens), P24468 | inhibition, % at 8.6 µM | 370,000 compounds, 0.7% hits;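 active = inhibition above a per-plate cutoff, mean inhibition of test wells between control levels plus 3 SD, cut at about 38% in these data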;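 also: cells cotransfected with COUP-TFII expression vector driving the NGFI-A reporter; 0% = median of COUP-TF2 test wells and 100% = reporter-only cells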
NCOA2 inhibitor – inhibition of GAL4-SRC2 driven luciferase reporter, primary screen, SRC2 inhibitor project, cell-based, luminescence. 370,000 compounds, 0.17% hits. Nuclear receptor coactivator 2 (Homo sapiens), Q15596. inhibition, % at 9 µM. HEK293 GAL4-SRC2 luciferase reporter. AID 651957, 2012;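 active = inhibition above the mean inhibition of all tested compounds plus 3 SD, set per campaign, cut at about 52% in these data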;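 also: 0% = DMSO treated cells and 100% = cells given Gossypol at 36 µM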
Target sequence (Q15596 whole entry, looked up, the tested form may be a part): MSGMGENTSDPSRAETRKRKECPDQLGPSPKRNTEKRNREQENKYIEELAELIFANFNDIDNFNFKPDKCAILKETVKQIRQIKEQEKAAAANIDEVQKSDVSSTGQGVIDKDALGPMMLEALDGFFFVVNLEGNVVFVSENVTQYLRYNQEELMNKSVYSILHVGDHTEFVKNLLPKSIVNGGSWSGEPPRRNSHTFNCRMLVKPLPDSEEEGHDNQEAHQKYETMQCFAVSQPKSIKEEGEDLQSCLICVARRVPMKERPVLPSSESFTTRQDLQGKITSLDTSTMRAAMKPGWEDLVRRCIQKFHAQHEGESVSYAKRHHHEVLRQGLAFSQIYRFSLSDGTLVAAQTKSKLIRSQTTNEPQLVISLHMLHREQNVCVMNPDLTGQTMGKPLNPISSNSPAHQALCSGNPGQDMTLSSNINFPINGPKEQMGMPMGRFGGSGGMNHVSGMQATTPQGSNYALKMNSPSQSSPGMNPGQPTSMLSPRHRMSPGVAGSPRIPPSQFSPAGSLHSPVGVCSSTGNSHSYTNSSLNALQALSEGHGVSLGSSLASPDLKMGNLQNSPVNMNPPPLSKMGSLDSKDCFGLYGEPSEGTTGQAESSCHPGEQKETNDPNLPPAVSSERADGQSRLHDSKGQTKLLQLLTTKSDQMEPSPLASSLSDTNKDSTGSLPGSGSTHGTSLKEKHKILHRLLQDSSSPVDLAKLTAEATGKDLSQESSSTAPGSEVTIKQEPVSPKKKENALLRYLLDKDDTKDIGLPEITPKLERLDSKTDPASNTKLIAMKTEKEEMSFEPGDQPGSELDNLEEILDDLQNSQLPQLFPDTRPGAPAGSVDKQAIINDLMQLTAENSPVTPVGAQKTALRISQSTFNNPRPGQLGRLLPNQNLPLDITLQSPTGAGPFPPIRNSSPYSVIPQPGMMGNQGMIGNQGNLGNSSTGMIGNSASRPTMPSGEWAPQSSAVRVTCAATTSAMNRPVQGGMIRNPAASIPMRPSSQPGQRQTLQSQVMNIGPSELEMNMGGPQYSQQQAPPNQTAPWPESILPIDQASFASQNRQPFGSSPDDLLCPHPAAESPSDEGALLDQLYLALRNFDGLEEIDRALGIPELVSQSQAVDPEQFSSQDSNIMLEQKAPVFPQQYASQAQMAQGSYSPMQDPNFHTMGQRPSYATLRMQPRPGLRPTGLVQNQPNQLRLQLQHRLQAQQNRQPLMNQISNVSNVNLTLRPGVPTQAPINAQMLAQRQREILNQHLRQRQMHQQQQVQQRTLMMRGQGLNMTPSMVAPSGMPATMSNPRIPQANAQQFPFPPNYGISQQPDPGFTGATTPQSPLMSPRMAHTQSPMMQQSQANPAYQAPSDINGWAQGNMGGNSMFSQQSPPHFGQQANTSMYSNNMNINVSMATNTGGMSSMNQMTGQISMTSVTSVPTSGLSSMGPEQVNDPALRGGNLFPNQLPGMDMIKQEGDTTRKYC
ABHD5 PLIN5 PPI – ABHD5-PLIN5 interaction inhibitors, primary screen, cell lysate, split luciferase complementation, luminescence; 360,000 compounds, 0.78% hits; Split G. princeps luciferase complementation, 4 h; inhibition, % at 4 µM;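 active = inhibition above the mean inhibition across every tested compound plus 3 SD, cut at about 22% in these data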;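 also: 0% = DMSO only wells and the 100% control is not disclosed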
TROY signal inh – inhibitors of TROY-driven NF-kB signaling, primary screen, Q293 LMP1-TROYcd cells, NF-kB luciferase, uHTS | Q293 LMP1-TROYcd NF-kB luciferase reporter, 4 h | inhibition, % at 10 µM | 360,000 compounds, 0.98% hits | AID 1347056, 2019;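 active = compounds whose plate-normalised and pattern-corrected inhibition of the luciferase reporter signal at the single screening dose is 50% or more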
NOD2-RIPK2 inh – NOD2-RIPK2 binding disruptors in cells, primary screen, fluorescence, CHO cells, BLA complementation | inhibition, % at 4.98 µM | CCF4 ratio | AID 624267, 2012 | 360,000 compounds, 0.38% hits; in the data active = inhibition above about 21%;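 also: 0% = vehicle only and 100% = reference blocker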
NCOA3 inh – SRC3 coactivator transcriptional activity inhibitors, primary screen, cell-based, luminescence | Nuclear receptor coactivator 3 (Homo sapiens), Q9Y6Q9 | AID 588352, 2011 | HEK293 GAL4-SRC3 luciferase reporter | inhibition, % at 3.6 µM | 360,000 compounds, 0.17% hits;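 active = inhibition above a per-campaign cutoff, the mean of all compounds plus 3 SD, cut at about 60% in these data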;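 also: 0% = DMSO-treated cells and 100% = gossypol-treated cells at 36 µM; higher means less SRC3-driven luciferase light from the GAL4 reporter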
* = called active by the depositor. The list is partial. The share of hits here may be higher or lower than overall.

What do the screens show for `Fc1ccc(-c2ccc(CNCc3ccccn3)o2)cc1`?
TWEAK Fn14 block: -19; Exocytosis inh: 4; LRH-1 inv ag: -41; NCOA1 inh: -45; TLR9-MyD88 block: -6; NR2F2 inh: -8; NCOA2 inhibitor: -21; ABHD5 PLIN5 PPI: 6; TROY signal inh: -32; NOD2-RIPK2 inh: -2; NCOA3 inh: -36

What do the screens show for `O=C(NCC(c1cccnc1)N1CCN(c2ccccc2)CC1)C1CCCCC1` (stereo not given)?
TWEAK Fn14 block: -8; Exocytosis inh: -1; LRH-1 inv ag: 12; NCOA1 inh: -10; TLR9-MyD88 block: -6; NR2F2 inh: -9; NCOA2 inhibitor: -18; ABHD5 PLIN5 PPI: -5; TROY signal inh: -16; NOD2-RIPK2 inh: -8; NCOA3 inh: -1

How did COc1ccc(Br)cc1CNC(=O)Nc1cccs1 do in these assays?
TWEAK Fn14 block: -18; Exocytosis inh: 0; LRH-1 inv ag: -1; NCOA1 inh: 1; TLR9-MyD88 block: -6; NR2F2 inh: 2; NCOA2 inhibitor: -8; ABHD5 PLIN5 PPI: 16; TROY signal inh: -1; NOD2-RIPK2 inh: -15; NCOA3 inh: -11

Results for CCOc1ccc(NC(=S)NCc2cccnc2)cc1 ?
TWEAK Fn14 block: 6; Exocytosis inh: -1; LRH-1 inv ag: 16; NCOA1 inh: -3; TLR9-MyD88 block: -8; NR2F2 inh: 7; NCOA2 inhibitor: 13; ABHD5 PLIN5 PPI: 6; TROY signal inh: -8; NOD2-RIPK2 inh: 0; NCOA3 inh: -5

How did CCn1nc(C(C)C)cc1C(=O)N1CCCC(CO)(Cc2ccc(F)cc2F)C1 (stereo not given) do in these assays?
TWEAK Fn14 block: -4; Exocytosis inh: -7; LRH-1 inv ag: 0; NCOA1 inh: 0; TLR9-MyD88 block: -9; NR2F2 inh: 8; NCOA2 inhibitor: 7; ABHD5 PLIN5 PPI: 0; TROY signal inh: 5; NOD2-RIPK2 inh: 9; NCOA3 inh: 4

Results for O=C1Nc2c(Br)cc(Br)c3cccc1c23 ?
TWEAK Fn14 block: -15; Exocytosis inh: 0; LRH-1 inv ag: -2; NCOA1 inh: 4; TLR9-MyD88 block: 8; NR2F2 inh: -6; NCOA2 inhibitor: 0; ABHD5 PLIN5 PPI: -5; TROY signal inh: -9; NOD2-RIPK2 inh: 3; NCOA3 inh: 8

Results for Cc1ccc(C(=O)NC2CCc3ccccc3C2=O)cc1 (stereo not given) ?
TWEAK Fn14 block: 15; Exocytosis inh: -1; LRH-1 inv ag: -77; NCOA1 inh: -64; TLR9-MyD88 block: 5; NR2F2 inh: -15; NCOA2 inhibitor: -60; ABHD5 PLIN5 PPI: 2; TROY signal inh: -32; NOD2-RIPK2 inh: 4; NCOA3 inh: -68

How did Cc1cc(C)n(-c2ccc(C(=O)N3CCC(CO)(Cc4ccccc4)CC3)cc2)n1 do in these assays?
TWEAK Fn14 block: 7; Exocytosis inh: 13; LRH-1 inv ag: -15; NCOA1 inh: 4; TLR9-MyD88 block: 1; NR2F2 inh: 22; NCOA2 inhibitor: -23; ABHD5 PLIN5 PPI: -1; TROY signal inh: -8; NOD2-RIPK2 inh: 7; NCOA3 inh: 4

Results for COc1ccccc1NC(=O)CSc1nnc2ccccn12 ?
TWEAK Fn14 block: -8; Exocytosis inh: 2; LRH-1 inv ag: -12; NCOA1 inh: 0; TLR9-MyD88 block: -10; NR2F2 inh: 4; NCOA2 inhibitor: 14; ABHD5 PLIN5 PPI: 12; TROY signal inh: -35; NOD2-RIPK2 inh: -7; NCOA3 inh: 2

How did O=C(COc1ccc2ccccc2c1)Nc1ccncc1 do in these assays?
TWEAK Fn14 block: 7; Exocytosis inh: -2; LRH-1 inv ag: 9; NCOA1 inh: -20; TLR9-MyD88 block: -3; NR2F2 inh: 47*; NCOA2 inhibitor: -25; ABHD5 PLIN5 PPI: -1; TROY signal inh: -2; NOD2-RIPK2 inh: 5; NCOA3 inh: 3

How did Cc1ccc(NC(=O)C2(C)CCN2C(C)C)cc1C (stereo not given) do in these assays?
TWEAK Fn14 block: -10; Exocytosis inh: -9; LRH-1 inv ag: 3; NCOA1 inh: -7; NR2F2 inh: -2; NCOA2 inhibitor: -12; ABHD5 PLIN5 PPI: -3; TROY signal inh: -7; NOD2-RIPK2 inh: -28; NCOA3 inh: 17

Results for Cn1c(Cn2c(=O)sc3ccccc32)nnc1SCC(=O)Nc1ccc(F)cc1 ?
TWEAK Fn14 block: -4; Exocytosis inh: 10; LRH-1 inv ag: -5; NCOA1 inh: 11; TLR9-MyD88 block: -9; NR2F2 inh: 10; NCOA2 inhibitor: 1; ABHD5 PLIN5 PPI: 2; TROY signal inh: 6; NOD2-RIPK2 inh: 5; NCOA3 inh: 10

How did CC[n+]1c(/C=C(\C)SC)sc2ccccc21 do in these assays?
TWEAK Fn14 block: -11; Exocytosis inh: -3; LRH-1 inv ag: -3; NCOA1 inh: 6; TLR9-MyD88 block: -11; NR2F2 inh: 4; NCOA2 inhibitor: 13; ABHD5 PLIN5 PPI: -7; TROY signal inh: 8; NOD2-RIPK2 inh: 1; NCOA3 inh: 4

Results for CN1CCN(C(=O)C2CCN(S(=O)(=O)c3ccc(F)cc3)CC2)CC1 ?
TWEAK Fn14 block: 7; Exocytosis inh: -2; LRH-1 inv ag: -3; NCOA1 inh: -1; TLR9-MyD88 block: 0; NR2F2 inh: 2; NCOA2 inhibitor: -1; ABHD5 PLIN5 PPI: -9; TROY signal inh: -4; NOD2-RIPK2 inh: -4; NCOA3 inh: -36

Results for CCOC(=O)C1(C)CCN1C(=O)c1cc2ccccc2s1 (stereo not given) ?
TWEAK Fn14 block: 13; Exocytosis inh: -3; LRH-1 inv ag: -21; NCOA1 inh: -6; NR2F2 inh: 4; NCOA2 inhibitor: -12; ABHD5 PLIN5 PPI: -3; TROY signal inh: -28; NOD2-RIPK2 inh: -3; NCOA3 inh: -49

What do the screens show for `Cc1ccc(C(=O)Nc2cccnc2)cc1C`?
TWEAK Fn14 block: -30; Exocytosis inh: inconclusive; LRH-1 inv ag: -92; NCOA1 inh: -37; TLR9-MyD88 block: 5; NR2F2 inh: -53; NCOA2 inhibitor: -72; ABHD5 PLIN5 PPI: -9; TROY signal inh: -68; NOD2-RIPK2 inh: 5; NCOA3 inh: -59

How did CC(=O)c1ccccc1OCCOc1ncnc2sccc12 do in these assays?
TWEAK Fn14 block: 0; Exocytosis inh: 19; LRH-1 inv ag: -3; NCOA1 inh: -26; TLR9-MyD88 block: 0; NR2F2 inh: -1; NCOA2 inhibitor: -7; ABHD5 PLIN5 PPI: -1; TROY signal inh: -7; NOD2-RIPK2 inh: -10; NCOA3 inh: -15

Results for Cc1cccc(C)c1-n1nnnc1C1(C)CCC(=O)N1Cc1cccs1 (stereo not given) ?
TWEAK Fn14 block: 8; Exocytosis inh: -8; LRH-1 inv ag: 9; NR2F2 inh: -5; NCOA2 inhibitor: -34; ABHD5 PLIN5 PPI: 0; TROY signal inh: 3; NOD2-RIPK2 inh: 4

What do the screens show for `CC(=O)c1sc2nsc(SCCN3CCCCC3)c2c1N`?
TWEAK Fn14 block: 4; Exocytosis inh: 2; LRH-1 inv ag: -8; NCOA1 inh: 9; NR2F2 inh: 7; NCOA2 inhibitor: 17; ABHD5 PLIN5 PPI: -26; TROY signal inh: 15; NOD2-RIPK2 inh: -9; NCOA3 inh: 1

How did COc1ccccc1CNC(=O)CCCn1nc(C)c2c(C)n(-c3ccc(C)cc3)nc2c1=O do in these assays?
TWEAK Fn14 block: -1; Exocytosis inh: -3; LRH-1 inv ag: 17; NCOA1 inh: -1; TLR9-MyD88 block: 5; NR2F2 inh: 15; NCOA2 inhibitor: -3; ABHD5 PLIN5 PPI: -1; TROY signal inh: 16; NOD2-RIPK2 inh: 2; NCOA3 inh: -9

What do the screens show for `COc1ccc(C(N)=O)cc1N`?
TWEAK Fn14 block: -13; Exocytosis inh: 0; LRH-1 inv ag: -6; NCOA1 inh: 6; TLR9-MyD88 block: -4; NR2F2 inh: 13; NCOA2 inhibitor: 1; ABHD5 PLIN5 PPI: 2; TROY signal inh: 11; NOD2-RIPK2 inh: -3; NCOA3 inh: -16

What do the screens show for `O=C(Nc1ccccc1)c1cccc(NC(=O)c2ccco2)c1`?
TWEAK Fn14 block: 101*; Exocytosis inh: -8; LRH-1 inv ag: 7; NCOA1 inh: -29; TLR9-MyD88 block: -2; NR2F2 inh: 2; NCOA2 inhibitor: 11; ABHD5 PLIN5 PPI: 8; TROY signal inh: -3; NOD2-RIPK2 inh: -1; NCOA3 inh: 14

Results for COc1ccc(C)cc1NC(=O)C(OC(=O)c1cc(C)oc1C)c1ccccc1 (stereo not given) ?
TWEAK Fn14 block: 18; Exocytosis inh: 0; LRH-1 inv ag: 5; NCOA1 inh: -5; TLR9-MyD88 block: -15; NR2F2 inh: 9; NCOA2 inhibitor: 1; ABHD5 PLIN5 PPI: -8; TROY signal inh: 5; NOD2-RIPK2 inh: 2; NCOA3 inh: 19

How did Cc1cc(C)c2nc(SCC#N)cc(C)c2c1 do in these assays?
TWEAK Fn14 block: -18; Exocytosis inh: -6; LRH-1 inv ag: 2; NCOA1 inh: 10; TLR9-MyD88 block: -5; NR2F2 inh: -13; NCOA2 inhibitor: 7; ABHD5 PLIN5 PPI: -10; TROY signal inh: 0; NOD2-RIPK2 inh: -6; NCOA3 inh: 18

How did CCCCn1c(N)c(N(CC(C)C)C(=O)CSC(C)C(=O)Nc2cc(C)on2)c(=O)[nH]c1=O (stereo not given) do in these assays?
TWEAK Fn14 block: -8; Exocytosis inh: 5; LRH-1 inv ag: 4; NCOA1 inh: -3; TLR9-MyD88 block: 0; NR2F2 inh: 7; NCOA2 inhibitor: -33; ABHD5 PLIN5 PPI: 0; TROY signal inh: -25; NOD2-RIPK2 inh: 2; NCOA3 inh: 21

A section of the results above, for reference:
How did Cc1cc(C)c2nc(SCC#N)cc(C)c2c1 do in these assays?
TWEAK Fn14 block: -18; Exocytosis inh: -6; LRH-1 inv ag: 2; NCOA1 inh: 10; TLR9-MyD88 block: -5; NR2F2 inh: -13; NCOA2 inhibitor: 7; ABHD5 PLIN5 PPI: -10; TROY signal inh: 0; NOD2-RIPK2 inh: -6; NCOA3 inh: 18

How did CCCCn1c(N)c(N(CC(C)C)C(=O)CSC(C)C(=O)Nc2cc(C)on2)c(=O)[nH]c1=O (stereo not given) do in these assays?
TWEAK Fn14 block: -8; Exocytosis inh: 5; LRH-1 inv ag: 4; NCOA1 inh: -3; TLR9-MyD88 block: 0; NR2F2 inh: 7; NCOA2 inhibitor: -33; ABHD5 PLIN5 PPI: 0; TROY signal inh: -25; NOD2-RIPK2 inh: 2; NCOA3 inh: 21

Screening results deposited in PubChem by several laboratories.
